From PubChem
SMN2 splice enh: qHTS Assay for Enhancers of SMN2 Splice Variant Expression | HEK293 SMN2-luciferase splicing reporter, luminescence, 30-36 h | Potency, µM (top dose mostly 46.1 µM), without a hit: at the highest dose activity change, positive = activation, hits mostly activators | 210,000 compounds, 2.8% hits; note: % of control where 0% means no effect; nearly all actives have a fitted effect of over 55% in size
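qHTS luciferase splicing reporter: luminescence rises when SMN2 exon 7 is included in transfected HEK293 cells. Compound exposure lasted 30-36 h at 37C, with 4.5 mM final sodium butyrate as control, followed by a ONE-Glo read.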
GoLoco inh red: qHTS Assay for Inhibitors of RGS12 GoLoco Motif Activity (Red Fluorophore); Guanine nucleotide-binding protein G(i) subunit alpha-1 (Homo sapiens), P63096; Gai1:RGS12 GoLoco peptide FP, rhodamine, 10 min; Potency, µM (doses to about 61.6 µM), inactives show top-dose activity, negative = inhibition, most hits filed as inhibitors; 230,000 compounds, 0.44% hits; AID 880, 2007; active = well fitted inhibition curve with a large enough effect, not every such curve was filed as active; inactive = no such curve, though single readings can be large or run the other way; note: % is set by controls: 0 for no effect and ±100 for the full control effect; nearly all actives have a fitted effect of over 30% in size; many of its hits are not listed in these tables
GAA spleen mod: qHTS Assay for Inhibitors and Activators of Human alpha-Glucosidase From Spleen Homogenate. Lysosomal alpha-glucosidase (Homo sapiens), P10253. human spleen homogenate, 4-MU-alpha-glucoside fluorescence. Potency, µM (top dose mostly 79.9 µM), without a hit: at the highest dose activity change, negative = inhibition, usual class: inhibitors. 240,000 compounds, 0.006% hits;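 note: 0% = enzyme with vehicle and -100% = no enzyme basal signal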
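Human spleen homogenate (1 ug) incubated with compounds and 1 mM 4-methylumbelliferyl-alpha-D-glucopyranoside in pH 5.0 citrate/phosphate buffer, 37 C, 40 min. Stopped at pH 10; 4-MU fluorescence (Ex 365/Em 440 nm); AC50 by Hill fit.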
GAA inhib: qHTS Assay for Inhibitors of Human alpha-Glucosidase as a Potential Chaperone Treatment of Pompe Disease; Lysosomal alpha-glucosidase (Homo sapiens), P10253; purified human GAA, 4-MU-alpha-glucoside fluorescence; Potency, µM (top dose mostly 76.9 µM), for the others: at the top dose activity change, negative = inhibition, hits mostly inhibitors; 200,000 compounds, 0.005% hits; AID 1466, 2008;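 note: plate controls were uninhibited enzyme wells for no effect and no-enzyme background for full effect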
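AC50 values come from Hill fits of compound titrations (up to 77 uM) against 4 nM human enzyme. Substrate 4-methylumbelliferyl-alpha-D-pyranoside at 400 uM, pH 5.0 citrate buffer, 20 min room temperature; fluorescence Ex 365/Em 440 after alkaline stop.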
GLA spleen mod: qHTS Assay for Inhibitors and Activators of Human alpha-Galactosidase From Spleen Homogenate. human spleen homogenate, 4MU-alpha-Gal fluorescence, 40 min. Potency, µM (series often up to 80 µM), for inactives: top-dose activity change, negative = inhibition, actives largely listed as inhibitors. 240,000 compounds, 0.008% hits;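 note: 0% = enzyme with vehicle and -100% = no enzyme basal signal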
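Fluorogenic readout (Ex 365/Em 440 nm) of 4-methylumbelliferone released from 1 mM 4-MU-alpha-galactoside by spleen homogenate, 40 min at 37C, pH 5.0. Data normalized to no-enzyme and enzyme controls; Hill-equation AC50 from compound titrations.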
GAA glycogen mod: qHTS Assay for Inhibitors and Activators of Human alpha-Glucosidase Cleavage of Glycogen | recombinant GAA, glycogen substrate, Amplex Red glucose oxidase fluorescence | Potency, µM (titrated, usually from 76.4 µM), for inactives: at the highest dose activity change, negative = inhibition, hits mostly inhibitors | Lysosomal alpha-glucosidase (Homo sapiens), P10253 | 300,000 compounds, 0.38% hits | AID 2100, 2009;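 note: 0% = full enzyme reaction and -100% = no-enzyme basal signal; the screen sought inhibitors and activators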
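Recombinant human alpha-glucosidase (4 nM final) hydrolysed bovine liver glycogen (30 ug) for 40 min at 37 C in pH 5.0 citrate/phosphate with 0.01% Tween-20. Released glucose detected by glucose oxidase/Amplex Red, Ex 573/Em 610 nm. Compounds up to 77 uM; AC50 from Hill fits.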
ALDH1A1 inh: qHTS Assay for Inhibitors of Aldehyde Dehydrogenase 1 (ALDH1A1); Purified ALDH1A1, NADH fluorescence, propionaldehyde substrate; Potency, µM (series often up to 75.3 µM), for the others: at the top dose activity, negative = inhibition, most hits filed as inhibitors; Aldehyde dehydrogenase 1A1 (Homo sapiens), P00352; 220,000 compounds, 7.3% hits; active = well fitted inhibition curve with a large enough effect, not every such curve was filed as active; inconclusive = small, poorly fitted or top-dose-only effect, or another doubt; inactive = no such curve, though single readings can be large or run the other way;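 note: plate controls were no enzyme wells and a reference inhibitor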
Target sequence (P00352 whole entry, looked up): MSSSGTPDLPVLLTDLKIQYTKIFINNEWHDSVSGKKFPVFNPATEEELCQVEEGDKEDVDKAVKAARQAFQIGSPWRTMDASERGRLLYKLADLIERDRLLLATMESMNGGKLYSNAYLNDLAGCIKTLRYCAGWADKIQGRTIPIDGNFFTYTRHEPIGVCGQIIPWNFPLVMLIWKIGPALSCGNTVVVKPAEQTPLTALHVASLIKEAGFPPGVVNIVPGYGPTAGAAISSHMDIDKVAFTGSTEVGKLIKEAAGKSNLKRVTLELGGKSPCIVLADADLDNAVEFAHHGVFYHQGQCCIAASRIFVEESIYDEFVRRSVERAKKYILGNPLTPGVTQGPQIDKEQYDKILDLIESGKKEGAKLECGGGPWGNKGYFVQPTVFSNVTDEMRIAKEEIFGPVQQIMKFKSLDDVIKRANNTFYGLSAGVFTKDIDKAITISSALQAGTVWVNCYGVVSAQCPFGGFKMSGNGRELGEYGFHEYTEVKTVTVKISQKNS
KDM4E inh: qHTS Assay for Inhibitors of Human Jumonji Domain Containing 2E (JMJD2E). Potency, µM (highest dose often 57.1 µM), for inactives: top-dose activity change, negative = inhibition, actives largely listed as inhibitors. 230,000 compounds, 1.6% hits. JMJD2E catalytic domain, FDH-coupled NADH fluorescence (FDH is formaldehyde dehydrogenase). AID 2147, 2009; active = well fitted inhibition curve with a large enough effect, not every such curve was filed as active; inconclusive = small, poorly fitted or top-dose-only effect, or another doubt; inactive = no such curve, though single readings can be large or run the other way;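 note: 0% = wells with enzyme and -100% = buffer wells without enzyme; nearly all actives have a fitted effect of over 50% in size; many of its hits are not listed in these tables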
Target sequence (B2RXH2 1-337 limits assumed): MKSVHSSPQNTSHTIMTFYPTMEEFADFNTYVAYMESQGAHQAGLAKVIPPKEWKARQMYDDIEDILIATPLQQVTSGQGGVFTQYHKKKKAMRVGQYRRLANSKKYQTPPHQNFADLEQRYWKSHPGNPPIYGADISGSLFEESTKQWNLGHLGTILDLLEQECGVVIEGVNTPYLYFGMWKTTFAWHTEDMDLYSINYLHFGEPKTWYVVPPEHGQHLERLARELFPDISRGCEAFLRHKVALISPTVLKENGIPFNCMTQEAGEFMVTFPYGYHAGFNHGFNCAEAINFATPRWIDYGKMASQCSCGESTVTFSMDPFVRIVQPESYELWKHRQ
* marks the source's active call; other numbers are inactive results; u = inconclusive; x = not tested or not shown; & = joins results of further samples; [ ] = another dose, or the depositor's remark. Unless noted, calls come from the whole dose curve; as a rule, active = well fitted curve in the direction sought with a large enough effect; inconclusive = small, poorly fitted or top-dose-only effect, or another doubt; inactive = no such curve, though single readings can be large; an effect the other way counts as inactive or inconclusive. Potency is the fitted concentration of half-maximal effect. This is a subset; the hit share may differ from the screen's.

SMILES | SMN2 splice enh | GoLoco inh red | GAA spleen mod | GAA inhib | GLA spleen mod | GAA glycogen mod | ALDH1A1 inh | KDM4E inh
Cn1c(=O)c2c(ncn2CC(=O)N2CCN(C(=O)c3ccco3)CC2)n(C)c1=O | 1% | -12% | -1% | 1% | -1% | -21% | u | 6%
COc1ccc(-n2c(=O)cnc3cnc(N4CCNCC4)nc32)cc1 | -9% | 7% | 2% | x | -4% | x | u | x
COc1ccc(CCNC(=O)COC(=O)c2ccc(Br)o2)cc1 | -19% | 9% | 0% | 4% | -3% | -10% | 0% | 8%
O=C1OC(Nc2ccc(Br)cn2)c2ccccc21 (stereo not given) | 1% | 7% | -3% | -4% | 6% | -4% | 6% | -4%
CCN(CC)C(=O)c1nn(-c2ccccc2)c2c1C1CCC2(C)C1(C)C (stereo not given) | -80%[inhibitor] | -13% | -4% | -11% | 1% | -13% | 4% | 4%
CC(NC(=O)CCn1c(=S)[nH]c2ccsc2c1=O)c1ccccc1 (stereo not given) | -47%[inhibitor] | -1% | -5% | -4% | 8% | -4% | 1% | -6%
CCOC(=O)Cc1csc(NS(=O)(=O)c2ccc(F)cc2)n1 | -22% | 11% | 2% | 0% | 13% | 3% | 7% | 10%
CCc1cc2ccccc2nc1SCC(=O)Nc1cc(C)on1 | -26% | 4% | -4% | 5% | 18% | 4% | u | -22%
Cc1ccccc1C(=O)Nc1cccc(C(=O)N/N=C/c2cc(Cl)cc([N+](=O)[O-])c2O)c1 | x | 17% | 3% | -7% | -3% | 1% | 1.3µM* | -3%
CN(c1nc2ccccc2n2c(-c3ccco3)nnc12)S(=O)(=O)c1ccccc1 | -4% | 8% | 1% | -4% | 3% | 3% | u | 4%
CCN1C2=NCCCN2c2cc(C)c(C)cc21 | -12% | -1% | -8% | 1% | 7% | 2% | 8% | 4%
Cc1ccccc1NC(=O)c1ccc(N/N=C/c2ccccc2O)c([N+](=O)[O-])c1 | -4% | 25% | -1% | 3% | -3% | 6% | 8% | 4%
Cc1cc(C)c(C#N)c(Oc2ccccc2)n1 | u | -3% | -2% | -3% | 13% | 5% | -2% | 0%
C=CCN(CC=C)C(=O)C1CCC(C(=O)N(CC=C)CC=C)CC1 (stereo not given) | 9% | -9% | -7% | -5% | -1% | 7% | -2% | 2%
Cc1cc(C)nc(/N=C(\N)N2CCCCC2)n1 | x | 29% | 5% | 6% | -1% | 3% | -8% | u
O=C1CCCc2nc(N3CCN(c4ccccc4)CC3)ncc21 | -3% | 2% | -6% | 1% | 0% | -6% | 5% | 7%
CC(SCC(=O)NC(C)C1CC2CCC1C2)C(=O)O (stereo not given) | 2% | 0% | 0% | 3% | 2% | -1% | -8% | -3%
CCN1CCCC1CNC(=O)C(NC(=O)C1CCC(C)CC1)C(C)C (stereo not given) | -9% | 1% | 3% | -9% | 2% | 7% | 13% | 5%
CCCNC(=O)c1cc2nc(-c3ccccc3)cc(C(F)(F)F)n2n1 | -42%[inhibitor] | -17% | -10% | -1% | 3% | -5% | 0% | 8%
CC(C)CN=CC1=C(O)c2ccccc2C1=O | x | 8% | 3% | x | 2% | -19% | x | 2%
C/C(=N/NC(=O)c1ccccc1)c1ccc(NC(=O)C(F)(F)F)cc1 | 4% | -6% | -3% | 10% | 0% | -10% | u | -5%
CCOC(=O)N1CCN(Cc2c(F)cccc2F)CC1 | -6% | -2% | 5% | -1% | 8% | 6% | u | u
CC1(N(O)C=C2C=CC(=O)C=C2)CCCCC1=O (stereo not given) | x | 2% | 1% | x | 1% | -20% | x | -4%
CCCCCCCCc1nnc(NC(=O)c2ccco2)s1 | -1% | 31%[activator] | 1% | -9% | -3% | 2% | 2% | 6%
Cc1ccc(C(C)C)c(OCc2nnc3n2CCCCC3)c1 | -18% | 3% | -2% | 5% | -1% | 2% | 8% | 3%
COc1ccccc1Nc1nc(N)nc(CSC(=S)N2CCCCC2)n1 | x | 2% | -4% | x | -16% | -3% | x | -2%
Cc1ccc(NC(=O)CSc2n[nH]c(-c3ccncc3)n2)cc1 | 7% | 4% | -4% | -2% | -2% | 9% | -2% | -6%
O=C(/C=C/c1ccccc1)Nc1scc(-c2ccccc2)c1C(=O)O | 11µM* | 16% | -6% | -2% | 3% | -7% | 1% | -18%
COCCCNC(=O)CCn1c(=O)c2ccccc2n(CC(=O)Nc2c(C)cccc2C)c1=O | u | -6% | 7% | -4% | 1% | -5% | u | 3%
COc1ccc2c(=O)c3c(=O)n(-c4ccccc4)c(-c4ccc(C)cc4)nc3oc2c1 | x | 1% | -3% | 1% | -14% | 1% | 7% | -16%
Cc1ccnc(NC(=O)C2(c3cccs3)CCOCC2)c1 | -12% | 2% | 0% | 2% | 3% | 11% | 8% | -1%
CCCCSc1nnc([C@@H](NC(=O)OC(C)(C)C)C(C)C)o1 | -15% | 5% | -7% | 3% | -2% | 0% | 7% | -1%
CCCCn1c2ccc(F)cc2c2nnc(NN)nc21 | -98%[inhibitor] | 28% | -2% | -1% | -7% | u | 2.2µM* | -7%
O=[N+]([O-])c1cccc(C2=N[C@@H](Cc3ccccc3)CO2)c1 | x | 6%[88.7 µM] | 6%[119 µM] | x | -5%[119 µM] | x | u | x
Cc1oc(S(=O)(=O)N2CCCC2)cc1C(=O)Nc1ccc(F)cc1 | x | 6% | 5% | x | 2% | 2% | x | 3%
Cc1ccc(-c2cc(-c3ccccc3)c3c(N)c(S(C)(=O)=O)sc3n2)cc1 | -9% | 76%[activator] | -5% | 2% | 0% | -6% | u | u
O=C(CSc1nn(-c2ccc(F)cc2)c(=S)s1)N1CCN(C(=O)c2ccco2)CC1 | -1% | 1% | 2% | 1% | 8% | 8% | -3% | 4%
CC1CCC/C(=N/NC(=O)c2ccccc2-n2cccc2)C1 (stereo not given) | -15% | 6% | 9% | 4% | 5% | 14% | u | 3%
Fc1cccc(CSc2nnc3ccc(-c4ccncc4)nn23)c1 | -21% | 7% | 9% | -6% | 4% | 8% | 5% | -1%
O=C(/C=C/c1ccc(S(=O)(=O)NCc2ccco2)cc1)NCc1ccccc1Cl | x | x | 1% | u | 2% | 4% | 28µM* | -2%
Cn1ncc(Cl)c1C(=O)Nc1cccc(Cl)c1 | 2% | -28% | -7% | 5% | 0% | -3% | 7.9µM* | -2%
CC1CC(C)CN(S(=O)(=O)c2ccc(C(=O)NCc3ccc4c(c3)OCO4)cc2)C1 (stereo not given) | -7% | 8% | -5% | u | 6% | -8% | u | -19%
CC1CCCCN1C(=O)c1ccc(COc2ccc([N+](=O)[O-])cc2)o1 (stereo not given) | -24% | 0% | 0% | -5% | 1% | 0% | 14µM* | -3%
Nc1c(C(=O)N2CCCC2)sc2nc3c(cc12)CCCCCC3 | 14µM* | -10% | x | u | 5% | 15% | u | u
CC(C)NC(=O)c1cc2n(n1)C(C(F)(F)F)CC(c1ccco1)N2 (stereo not given) | -1% | 6% | x | 0% | -7% | 4% | -9% | 1%
O=C(c1cc2c(s1)CCCC2)N1CCN(c2ccccc2)CC1 | x | -8% | 3% | -7% | 1% | 2% | 22µM* | -1%
CC(=O)N1CCN(c2ccc(NC(=S)NC(=O)c3ccccc3)cc2)CC1 | -14% | -9% | 2% | 6% | 4% | -2% | -12% | 6%
Cc1nc2ccccc2cc1C(=O)N/N=C/c1cccc([N+](=O)[O-])c1 | -26% | -6% | -4% | 0% | -3% | 9% | -14% | -5%
C=CCNC(=S)Nc1nc2c(cc1C(=O)OCC)CCCC2 | -17% | -4% | 5% | u | 4% | -10% | u | 13%
COc1ccc(N=C2S/C(=C\c3ccc(C)o3)C(=O)N2CC(C)C)cc1 | -20% | -9% | 1% | 0% | 11% | 5% | 8.9µM* | -16%

Next records.
SMILES | SMN2 splice enh | GoLoco inh red | GAA spleen mod | GAA inhib | GLA spleen mod | GAA glycogen mod | ALDH1A1 inh | KDM4E inh
O=C(CSc1nc2[nH]ncc2c(=O)[nH]1)Nc1nccs1 | 5% | 3% | 3% | -2% | 13% | 3% | 8% | -3%
Cc1oc(C(C)(C)C)cc1C(=O)Nc1cccc(C(=O)O)c1 | u | 2% | 0% | 4% | 8% | 1% | -3% | 2%
O=C(NCCc1ccccn1)c1cccc(S(=O)(=O)N2CCCCCC2)c1 | -22% | 3% | -6% | -6% | -6% | 1% | -6% | 2%
NS(=O)(=O)c1ccc(NC(=O)c2cc(-c3cccs3)nc3ccccc23)cc1 | -2%&-2% | 1% | 2% | u | -13% | -2%[76.3 µM] | u | u
O=C(Nc1nnc(-c2ccc(Cl)cc2)o1)c1ccc(N2C(=O)CCC2=O)cc1 | 20% | -1% | -5% | 3% | -3% | -1% | -1% | -1%
COCC(=O)N1CCC2(CCCN(C(c3ccccc3)c3ccccc3)C2)CC1 | -7% | -2% | -11% | x | -2% | x | 11% | x
O=C(N=c1ccn(-c2nc3ccccc3nc2NS(=O)(=O)c2ccc(Cl)cc2)cc1)c1ccccc1Cl | x | 17% | -4% | -8% | -4% | 4% | 0.63µM* | -5%
Cc1cccc(NC(=S)NCc2ccco2)c1C | 0% | 6% | -8% | -9% | 2% | 9% | u | 6%
CCOC(=O)c1ccc(NC(=O)COC)cc1 | 3% | -8% | -2% | 1% | 4% | 3% | -2% | -7%

Individual results from the entries so far:
In GAA glycogen mod, `O=C(CSc1nc2[nH]ncc2c(=O)[nH]1)Nc1nccs1` is entered as 3%
In GLA spleen mod, `CCOC(=O)c1ccc(NC(=O)COC)cc1` is entered as 4%
